ALOX12 inhib – blocks human 12-lipoxygenase activity. AID 1452. 150,000 compounds, 0.12% hits. purified 12-hLO, xylenol orange hydroperoxide absorbance. P18054. Potency, µM (titrated, usually from 57.1 µM), for inactives: top-dose activity change, negative = inhibition, most hits filed as inhibitors; also: potency is read from the fitted curve at half-maximal effect; nearly all actives have a fitted effect of over 55% in size; many of its hits are not listed in these tables
Target sequence (P18054 whole entry, looked up): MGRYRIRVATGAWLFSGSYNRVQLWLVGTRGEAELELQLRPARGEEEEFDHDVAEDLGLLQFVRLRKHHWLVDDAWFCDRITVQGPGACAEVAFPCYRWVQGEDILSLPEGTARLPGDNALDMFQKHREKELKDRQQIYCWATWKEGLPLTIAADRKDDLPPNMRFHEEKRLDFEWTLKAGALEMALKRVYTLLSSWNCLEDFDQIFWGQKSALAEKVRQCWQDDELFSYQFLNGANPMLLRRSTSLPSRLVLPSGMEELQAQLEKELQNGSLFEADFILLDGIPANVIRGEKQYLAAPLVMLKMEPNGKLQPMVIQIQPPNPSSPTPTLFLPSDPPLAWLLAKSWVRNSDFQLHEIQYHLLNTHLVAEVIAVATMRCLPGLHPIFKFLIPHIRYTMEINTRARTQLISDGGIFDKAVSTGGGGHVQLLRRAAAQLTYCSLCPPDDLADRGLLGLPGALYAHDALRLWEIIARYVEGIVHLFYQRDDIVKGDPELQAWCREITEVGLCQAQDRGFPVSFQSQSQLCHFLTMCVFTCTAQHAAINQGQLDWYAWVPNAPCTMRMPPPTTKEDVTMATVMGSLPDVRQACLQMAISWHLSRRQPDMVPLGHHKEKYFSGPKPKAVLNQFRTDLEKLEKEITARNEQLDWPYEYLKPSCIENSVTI
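Purified human 12hLO (150 nM final) was preincubated with compounds for 15 min at room temperature in 25 mM Hepes pH 7.0, 0.01% Triton X-100, then reacted with 40 uM arachidonic acid for 30 min. Hydroperoxide was detected with ferrous iron/xylenol orange.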
15-hLO-2 inh – 15-hLO-2 (ALOX15B) enzyme inhibition; Potency, µM (highest dose often 57.1 µM), without a hit: top-dose activity change, negative = inhibition, hits mostly inhibitors; O15296; purified 15hLO-2, xylenol orange hydroperoxide absorbance; 110,000 compounds, 0.56% hits; AID 881; also: potency is read from the fitted curve at half-maximal effect; nearly all actives have a fitted effect of over 60% in size; many of its hits are not listed in these tables
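Screening format was qHTS against 50 nM purified 15hLO-2 in Hepes pH 7.5 with detergent. Activity follows hydroperoxide formation from 45 uM arachidonic acid, measured as 573:405 nm absorbance ratio of the ferric-xylenol orange complex.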
PNC assembly inh – perinucleolar compartment assembly inhibition; activity change (PNC), negative = inhibition, % at 10 µM; AID 2417; PC3M PTB-GFP, PNC prevalence imaging, 16 h; hits give low values; 140,000 compounds, 3.1% hits;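 active = readout at or below -70, meaning at least 70% loss of cells showing the perinucleolar compartment, a nuclear body marking cancer cells; inconclusive = readout between -30 and a set limit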;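 also: plate controls were DMSO wells for no effect and camptothecin positive control wells for full effect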
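Compounds are pinned in duplicate onto adhered PC3M cells stably expressing GFP-tagged PTB and incubated 16 h at 37 C. Cells are then fixed, nuclei stained with Hoechst, and PNC-positive cells counted.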
IMPase inh – cell-permeable inhibitors of inositol monophosphatase (IMPase); inhibition (IP1 accumulation), % at 46.1 µM; CHO-M1 cells, IP1 accumulation, HTRF TR-FRET ratio; P97697; 120,000 tested, under 10 active; active = well fitted curve in the direction sought with a large enough effect in the signal ratio, not every such curve was filed as active; inconclusive = small, poorly fitted or top-dose-only effect, or a change in a side signal; inactive = no such curve, though single readings can be large or run the other way; the % refers to the signal ratio;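 also: cells stimulated with carbachol in lithium chloride buffer; plate controls were DMSO basal wells for no effect and reference inhibitor wells for full effect; higher means more IMPase inhibition seen as more IP1 and lower FRET ratio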
Target sequence (P97697 whole entry, looked up): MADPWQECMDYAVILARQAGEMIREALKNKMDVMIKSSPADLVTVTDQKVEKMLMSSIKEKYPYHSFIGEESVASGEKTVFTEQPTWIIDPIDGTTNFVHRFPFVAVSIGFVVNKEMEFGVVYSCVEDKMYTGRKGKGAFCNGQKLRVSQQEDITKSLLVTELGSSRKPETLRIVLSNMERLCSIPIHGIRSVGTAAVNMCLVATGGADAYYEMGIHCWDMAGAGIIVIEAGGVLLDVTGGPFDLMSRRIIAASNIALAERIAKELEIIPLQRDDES
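Elevated IP1 in lysates lowers TR-FRET signal (665/620 ratio and 620 channel reported). Cells were CHO-M1, given carbachol (50 uM as added) plus 50mM LiCl, pH 7.4, 30 min, 37C; compounds titrated up to 46 uM; AC50 by Hill equation.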
The depositor's hits bear a star; ? = inconclusive; nt = no result given; & = joins results of further samples; [ ] = dose if it differs, or a comment. Unless noted, calls follow the shape of the dose curve; as a rule, active = well fitted curve in the direction sought with a large enough effect; inconclusive = small, poorly fitted or top-dose-only effect, or another doubt; inactive = no such curve, though single readings can be large; an effect the other way counts as inactive or inconclusive. Unless noted, % is scaled to controls: 0 for no effect and ±100 for the full control effect.

ALOX12 inhib	15-hLO-2 inh	PNC assembly inh	IMPase inh	Compound
-2%	nt	95	nt	O=C(N/N=C/c1c[nH]c2ccccc12)c1cccc([N+](=O)[O-])c1
0%[11.4 µM]	-4%[11.4 µM]	nt	nt	CN1CCN(c2ccncc2S(=O)(=O)N2CCN(C)CC2)CC1
-2%	nt	-28	4	O=C(Nc1cccs1)Nc1ccc(F)cc1F
0%	nt	-100*	13	CCn1nnnc1SCC(=O)Nc1nc2ccc(OC)cc2s1
-2%	-2%	-4	-5	Cc1c(O)ccc2c3c(c(=O)oc12)CCCC3
-2%	2%	?	16	CCn1cc(Br)c(C(=O)NC(C)c2ccccc2)n1 (stereo not drawn)
-2%	nt	18	nt	COc1cc(/C=N/NC(=O)CN(CCc2ccccc2)S(=O)(=O)c2ccc(NC(C)=O)cc2)cc(OC)c1OC
-4%	-1%	?	-1	CCCC(=O)N1CCN(C2=NS(=O)(=O)c3ccccc32)CC1
-7%	3%	-5	2	Cc1ccc2c(c1)-c1cc(C)nn1C(c1sccc1C)N2 (stereo not drawn)
-24%	nt	-28	nt	COCCNC(=S)N/N=C(\C)c1ccc(C)c([N+](=O)[O-])c1
-5%	nt	0	nt	COc1ccc(NS(=O)(=O)c2cccc(N/C(=N\S(=O)(=O)c3ccccc3)c3ccc(F)cc3)c2)cc1
-1%	nt	-85*	3	COc1ccc(-n2cc(-c3ccccc3)nc2SC)cc1
2%	3%	26	-2	CC1(CC(=O)O)SC(=O)NC1=O (stereo not drawn)
1%	nt	7	nt	Cc1cc(C)cc(Oc2coc3cc(OC(=O)c4cccnc4)ccc3c2=O)c1
-7%	5%	?	6	CS(=O)(=O)N(CC(=O)N1CCN(c2ccccc2F)CC1)c1cc(C(F)(F)F)ccc1Cl

Grouped by structure: those above containing an aryl thioether with sulfur outside any ring
ALOX12 inhib	15-hLO-2 inh	PNC assembly inh	IMPase inh	Compound
0%	nt	-100*	13	CCn1nnnc1SCC(=O)Nc1nc2ccc(OC)cc2s1
-1%	nt	-85*	3	COc1ccc(-n2cc(-c3ccccc3)nc2SC)cc1

Further structures:
ALOX12 inhib	15-hLO-2 inh	PNC assembly inh	IMPase inh	Compound
-3%	nt	-2	nt	C/C(Cn1nnc2ccccc21)=N\OC(=O)c1ccccc1C
5µM*	nt	?	5	O=C(NC(=S)Nc1ccc(S(=O)(=O)NC2CCCCC2)cc1)c1cccs1
1%	7%	7	-4	COc1ccc(NC(=O)c2ccc(CN(c3cc(Cl)ccc3C)S(=O)(=O)c3ccccc3)cc2)cc1OC
-5%	nt	12	nt	N#C/C(=N\O)c1nc2ccccc2[nH]1
-4%	-15%	-16	15	CCN(CCCCN1C(=O)c2ccccc2C1=O)c1ccc2c(c1)C(=O)N(C)C2=O
0%	5%	-13	-1	Nc1nnc(SCCOc2ccccc2)s1
0%	nt	-7	-9	Cc1ccc(-n2c(SCC(=O)NCc3ccco3)nc3sc(C)c(C)c3c2=O)cc1
0%	nt	-14	nt	O=C(c1ccc(CSc2ccccc2)cc1)N1CCCCCC1
-4%	nt	12	nt	CC1CN(CCCCOc2ccc3ccccc3c2)CC(C)O1 (stereo not drawn)
?	nt	-22	-11	S=c1[nH]nc(-c2cc3ccccc3o2)n1Cc1ccccc1
-2%	nt	?	nt	O=C(O)c1ccc(N=NN2CCOCC2)cc1
-8%	15%	-6	-5	CCOC(=O)c1sc2nc(SC)nc(-c3ccccc3)c2c1N
-3%	nt	7	-2	CCSc1nnc(NC(=O)[C@@H](NC(=O)c2cccc(C)c2)C(C)C)s1
-4%	-4%	?	6	CCN(Cc1ccccc1)C(=O)CCCOc1ccccc1
-2%	-3%	22	9	CCCCCSc1nnc2c(n1)OC(c1cccn1C)N(C(C)=O)c1ccccc1-2 (stereo not drawn)
2%	3%	?	2	O=C(c1ccc(F)cc1)c1c[nH]c(C(=O)NCc2cccnc2)c1
-1%	5%	nt	nt	NCCCCCCN
-12%	0%	-11	8	COc1ccc(/C=C(/C(=O)Nc2ccccc2C(=O)NC(C)C)c2ccccc2)cc1
-14%	32%[activator]	10	16	Fc1ccccc1/C=C1\CCCC2=C1Nc1ncnn1C2c1ccccc1F (stereo not drawn)
4%	1%	?	0	O=C(NCc1ccco1)c1cnccn1
-3%	-7%	-26	0	O=C1CCCc2c1sc1nc3n(c(=O)c21)CCCCC3
2%	-9%	15	3&-1	Cc1ccc2c(c1)sc1nc(=O)n(-c3ccc(Cl)c(Cl)c3)c(=O)n12
8%	50%[activator]	nt	nt	CN(C)c1ccc(-c2nc(N(C)C)c3ccccc3n2)cc1
1%	nt	12	nt	Cc1ccc(Oc2ccc(NC(=O)CSc3n[nH]c(N)n3)cc2)cc1
-9%	nt	-22	5	CN1CCN(C2=Cc3ccc(Cl)cc3Sc3ccc(F)cc32)CC1
0%	-3%	-25	-8	CC12CCC(C(=O)N3CCN(Cc4ccccc4)CC3)(OC1=O)C2(C)C (stereo not drawn)
-1%	-8%	-6	0	Cn1cccc1Cc1nnc(SCC(=O)N2CCCCCC2)n1CCc1ccccc1
7%	-10%	-20	5	N#Cc1ccccc1OCC(=O)NC(N)=O
-3%	-7%	55	9	Cc1c(C(=O)Nc2ccc3oc(-c4cccnc4)nc3c2)oc2ccccc12
4%	-4%[11.4 µM]	-6	-1[1.84 µM]	COc1ccc(Cl)cc1NC(=O)CSc1nc(N2CCCCC2)nc(N2CCCCC2)n1

Record cards, as listed above:
O=C(Nc1cccs1)Nc1ccc(F)cc1F across the screens: ALOX12 inhib = -2%; 15-hLO-2 inh = nt; PNC assembly inh = -28; IMPase inh = 4
CCCC(=O)N1CCN(C2=NS(=O)(=O)c3ccccc32)CC1 across the screens: ALOX12 inhib = -4%; 15-hLO-2 inh = -1%; PNC assembly inh = ?; IMPase inh = -1

Results in PNC assembly inh and 15-hLO-2 inh, for 2 of the compounds above:
| SMILES | PNC assembly inh | 15-hLO-2 inh |
| --- | --- | --- |
| CC1(CC(=O)O)SC(=O)NC1=O (stereo not drawn) | 26 | 3% |
| Cc1cc(C)cc(Oc2coc3cc(OC(=O)c4cccnc4)ccc3c2=O)c1 | 7 | nt |

Later entries:
ALOX12 inhib	15-hLO-2 inh	PNC assembly inh	IMPase inh	Compound
6%	25%	-24	2	CCCCCn1c(NCc2ccco2)nc2ccccc21
0%	nt	-5	nt	Clc1ccc(-c2csc(N/N=C\c3cccnc3)n2)cc1
3%	0%	?	-8	CCN(CC)C(=O)CSc1nc2ccccc2c(=O)[nH]1
13%	3%	?	-10	CN(Cc1cccs1)C(=O)CCc1ccc(S(=O)(=O)N2CCOCC2)cc1
0%	-7%	14	-5	COc1ccc2nc(CC(C)(C)CC(=O)O)c[n+]([O-])c2c1
-6%[11.4 µM]	-6%[11.4 µM]	nt	nt	C/C(=N/O)[C@@H]1C[C@H](CC(=O)O)C1(C)C
-1%	-6%	?	-3	Cc1cc(=O)[nH]c(SCC2(O)C3CC4CC(C3)CC2C4)n1 (stereo not drawn)
0%	nt	12	-4	CCC(C)NC(=O)c1cn(CC)c2ccc(S(=O)(=O)N(C)C)cc2c1=O (stereo not drawn)
-3%	-17%	11	-1	CC12CN3CC(=O)N4CC5(C)CN(CC(C)(C4)C5=O)C(=O)CN(C1)CC(C)(C3)C2=O
1%	-6%	?	18	S=C1N(c2ccccc2)C(c2ccc(Cl)cc2)N2CCCN12 (stereo not drawn)
2%	nt	?	nt	O=C(Nc1cccc([N+](=O)[O-])c1)c1ccc2c(c1)OCO2
-7%	8%	33	-3	COc1ccc(S(=O)(=O)NC2CCCC2)c(Cl)c1Cl
-11%	42%[activator]	5	?	CN1CCN(C(=O)c2c(NC(=O)c3ccco3)sc3c2CCC(C(C)(C)C)C3)CC1 (stereo not drawn)
0%	nt	-26	nt	N#Cc1cc2c(nc1Cl)CCCC2
-3%	-1%	2	13	CN(Cc1ccccc1)S(=O)(=O)c1ccc(OCC(=O)N2CCOCC2)cc1
6%	7%	-28	-4	Cc1cc(S(=O)(=O)NC2CCCCC2)ccc1OCC(=O)N1CCOCC1
0%	nt	31	7	COC(=O)C1=C(C)NC(=O)CC1c1cccc(Cl)c1Cl (stereo not drawn)
-10%	-11%	16	3	Cc1cccc(-c2nnc(SCc3ccc(C#N)cc3)n2Cc2ccco2)c1
-3%	nt	-19	nt	COC(=O)N/N=C/c1cc(Cl)cc(Cl)c1OCc1ccccc1
-4%	-2%	-21	-4	COc1ccc(C(=O)Nc2cccc(C)c2)cc1S(=O)(=O)N1CCOCC1
-1%	nt	169	1	COc1ccc(CC(=O)Nc2ccc(-c3nnc(-c4ccc(C)cc4)o3)cc2)cc1
-6%	nt	-22	15	c1ccc(Cn2nnnc2CN2CCCC2)cc1
-1%	11%	27	-2	Cc1ccc(OCCNS(=O)(=O)c2cccs2)cc1
-5%	1%	nt	nt	C=CC(=C)CCC=C(C)C
-1%	nt	-14	nt	CCOc1ccc(OCc2nnc(SCC(=O)NC3CCS(=O)(=O)C3)n2-c2ccc(Cl)cc2)cc1 (stereo not drawn)
-1%	-9%	1	?	CCOc1ccc(C(=O)NC2CCN(S(=O)(=O)CC)CC2)cc1
-29%	-25%	-25	-4	N#Cc1c(N)n(CCOC(=O)c2cccc([N+](=O)[O-])c2)c2nc3ccccc3nc12
-5%	9%	nt	nt	COCCN(CCOC)c1nc(C)nc2c1nc(-c1ccccc1)n2CCN1CCOCC1
3%	-3%	4	5	Cc1nn(-c2ccccc2)c(C)c1NS(=O)(=O)c1ccccc1
-1%	4%	-3	-2	COc1ccccc1-n1c(-c2cccnc2)n[nH]c1=S

Part of the list above in another layout:
The line under a structure holds: ALOX12 inhib, 15-hLO-2 inh, PNC assembly inh, IMPase inh
- COc1ccc2nc(CC(C)(C)CC(=O)O)c[n+]([O-])c2c1
  0%, -7%, 14, -5
- C/C(=N/O)[C@@H]1C[C@H](CC(=O)O)C1(C)C
  -6%[11.4 µM], -6%[11.4 µM], nt, nt
- Cc1cc(=O)[nH]c(SCC2(O)C3CC4CC(C3)CC2C4)n1 (stereo not drawn)
  -1%, -6%, ?, -3

Following part.
ALOX12 inhib	15-hLO-2 inh	PNC assembly inh	IMPase inh	Compound
-1%	-4%	nt	nt	COc1cc(O)c(C(C)=O)c(OC)c1
-18%	0%	-117*	-6	COCCCn1c(SCC(=O)Nc2ccc(C(=O)OC)cc2)nc2ccccc2c1=O
-3%	2%	?	24	COC(=O)c1c(NC(=O)C2CCC2)sc(C(=O)N(C)C)c1C
-3%	-7%	?	5	COc1nc(N(C)S(=O)(=O)c2ccc(C)cc2)nc(C)c1Cl
?	32µM*	-13	5	O=[N+]([O-])c1cc(C(F)(F)F)ccc1NCCNC(=S)Nc1ccc(Cl)cc1
-4%	-2%	?	10	Cc1ccccc1NC(=O)C1CCCN(S(=O)(=O)c2cccc3cccnc23)C1 (stereo not drawn)
2%	9%	0	6	CCCCP(=O)(CCCC)Cc1ccccc1
0%	-11%	9	9	CCOC(=O)c1cccc(NC(=O)C2CCCN2S(=O)(=O)c2cccc3cccnc23)c1 (stereo not drawn)
-20%	-1%	-27	8	O=S(=O)(c1ccc(Cl)cc1)N1CCSC1c1ccco1 (stereo not drawn)
2%	nt	?	25	O=C(/C=C/c1ccc(Br)cc1)N1CCN(c2cccc(C(F)(F)F)c2)CC1
0%	16%	0	1	COc1ccc(Br)cc1C1NC(=O)c2c(sc3c2CCN(C)C3)N1 (stereo not drawn)
-2%	2%	-4	-1	C=CCN1C(=O)C(O)(CC(=O)c2ccccc2)c2ccccc21 (stereo not drawn)
-3%	-12%	?	1	COc1ccc(-c2nc(C#N)c(NCc3ccc(F)cc3)o2)cc1OC
-13%	nt	-13	nt	Cn1ccc(NC(=O)Nc2ccc(Cl)cc2Cl)n1
-8%	nt	-11	-4	CC(C)OC(=O)C(=O)NNc1ccccc1
